# High-throughput results from PubChem BioAssay.
# p97 inhibitor: inhibitors of human p97 ATPase, primary screen, biochemical | Transitional endoplasmic reticulum ATPase (Homo sapiens), P55072 | recombinant p97 ATPase, Kinase-Glo ATP luminescence, 3 h | inhibition, % at 8 µM | actives 0.42% (n = 220,000) | AID 1481, 2009; in the data active means inhibition above about 15%;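 further: 0% = DMSO vehicle and 100% = wells lacking enzyme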
# NPY1 pot ag: NPY-Y1 receptor potentiators or agonists, primary screen, cell-based | Neuropeptide Y receptor type 1 (Homo sapiens), P25929 | NPY-Y1 expressing cells, potentiator/agonist activation | activation, % at 3.6 µM | actives 0.37% (n = 220,000) | AID 1304, 2008; in the data active means activation above about 33%, passing the limit was not always enough;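 further: cells stimulated with NPY at EC10 then isoproterenol at EC100; 0% = low agonist plus stimulus and 100% = saturating agonist plus stimulus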
# Target sequence (P25929 whole entry, looked up): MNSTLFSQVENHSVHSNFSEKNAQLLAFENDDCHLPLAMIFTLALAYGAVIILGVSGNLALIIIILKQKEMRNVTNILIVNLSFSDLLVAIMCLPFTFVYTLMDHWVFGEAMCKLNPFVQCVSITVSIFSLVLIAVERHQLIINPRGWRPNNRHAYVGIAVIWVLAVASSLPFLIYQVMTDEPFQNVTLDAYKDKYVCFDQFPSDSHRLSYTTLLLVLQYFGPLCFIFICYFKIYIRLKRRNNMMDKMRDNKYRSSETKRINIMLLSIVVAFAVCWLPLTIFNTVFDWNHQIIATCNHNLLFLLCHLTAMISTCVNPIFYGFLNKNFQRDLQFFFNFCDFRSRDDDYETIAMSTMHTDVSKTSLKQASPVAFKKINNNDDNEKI
# Hck-Nef inh: inhibitors of Nef-activated human Hck kinase, primary screen, biochemical, Z-Lyte FRET, 384-well, Hck-YEEI; actives 0.68% (n = 220,000); Recombinant Hck-YEEI plus Nef, Z-Lyte FRET kinase assay; Tyrosine-protein kinase HCK (Homo sapiens), P08631; inhibition, % at 20 µM;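 active means Hck-Nef kinase inhibition above about 50%, limit read from the data; inactive means inhibition below that limit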;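 further: 0% = DMSO with Hck plus Nef and 100% = Hck alone without Nef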
# RBBP9 inhibitor: human RBBP9 inhibitors, primary screen, biochemical, fluorescence polarization, FP-Rh probe, HTS. recombinant RBBP9. AID 1515, 2009. actives 0.2% (n = 220,000). inhibition, % at 7.94 µM;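 active means inhibition above the campaign mean of all tested compounds plus 3 SD, cut at about 14% in these data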;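 further: plate controls were DMSO wells with RBBP9 for no effect and wells lacking RBBP9 protein for full effect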
# Target sequence (O75884 whole entry, looked up): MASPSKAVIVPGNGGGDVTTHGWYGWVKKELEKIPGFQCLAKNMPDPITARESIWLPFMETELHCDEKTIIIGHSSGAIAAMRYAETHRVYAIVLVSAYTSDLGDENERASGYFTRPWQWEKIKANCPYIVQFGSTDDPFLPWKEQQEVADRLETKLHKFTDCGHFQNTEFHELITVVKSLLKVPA
#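 Measured by – fluorescence polarization · Test system – RBBP9 protein · Input – 2.5 µM RBBP9 dispensing solution, before mixing · Measure – percent inhibition from mP, scaled between DMSO and no-protein wells · Benchmarks – DMSO-treated enzyme wells and wells lacking RBBP9 · Times – preincubation 30 min plus labeling 45 min at 25 °C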
# MDM2 E3 inh: MDM2-luciferase reporter signal enhancers, primary screen, MDM2 E3 ligase inhibitor project, cell-based, luminescence, 1536-well | E3 ubiquitin-protein ligase Mdm2 (Homo sapiens), Q00987 | cell-based MDM2 ubiquitination luciferase reporter, 2 h; 0 = plate control, 100 = twice control, blank-subtracted | signal enhancement, % at 5 µM | actives 0.11% (n = 210,000);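 active means signal enhancement of 30% or more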;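 further: luminescence tracks abundance of the self-degrading MDM2-luciferase fusion protein; higher signal means inhibition of MDM2 E3 ligase activity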
#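 Material: stable MDM2–luciferase fusion reporter cells / Quantity: 2000 cells/well / Dosing: single 5 µM compound dose, 0.2% final DMSO / Buffer or medium: DMEM / Schedule: 4 h cell settling then 2 h compound exposure, 37 °C / Detection: luminescence with SteadyLite reagent, 15 min at room temperature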
# Runt-CBFb FRET: inhibitors of RUNX1 Runt–CBFb binding, primary screen, biochemical, FRET, Cerulean-Runt, Venus-CBFb, uHTS | Runt-related transcription factor 1 (Homo sapiens) + Core-binding factor subunit beta … | Cerulean-Runt/Venus-CBFb FRET ratio 530/480, 1 h | inhibition, % at 20 µM | actives 0.46% (n = 220,000);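 active means inhibition over about 50% at 20 µM in the single-dose screen, limit read from the data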;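 further: 0% = DMSO wells and 100% = excess unlabeled CBFb competitor control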
#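 Assay system: Cerulean-tagged RUNX1 Runt domain (FRET donor) fusion protein / Amount: 100 nM each of Venus-CBFb and Cerulean-Runt domain / Medium: Tris buffer pH 7.5 with salts and BSA / Also added: Venus-CBFb 100 nM / Schedule: 1 h complex formation plus 1 h compound treatment, room temperature / Signal: FRET fluorescence / Read-out: loss of energy transfer signal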
# Runt-SMMHC FRET: inhibitors of RUNX1 Runt–CBFb-SMMHC binding, primary screen, biochemical, FRET, Cerulean-Runt, Venus-CBFb-SMMHC, uHTS; Runt-related transcription factor 1 (Homo sapiens) + Core-binding factor subunit beta …; Cerulean-Runt/Venus-CBFb-SMMHC FRET ratio 530/480, 1 h; inhibition, % at 20 µM; actives 0.74% (n = 220,000); AID 1434, 2008;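 active means mean inhibition across duplicate retests at 20 µM reaching about 50%, limit read from the data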;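 further: 0% = DMSO wells and 100% = wells with excess untagged CBFb-SMMHC; inhibitors lower the FRET ratio by blocking Runt binding to CBFb-SMMHC; some results filed as inactive read as strong as hits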
# NPY2 pot ag: NPY-Y2 potentiators or agonists, primary screen, cell-based | Neuropeptide Y receptor type 2 (Homo sapiens), P49146 | activation, % at 3.6 µM | cells expressing NPY-Y2, potentiator/agonist read-out | actives 0.45% (n = 220,000); in the data active means activation above about 27%;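 further: cells stimulated with NPY near EC25 plus isoproterenol at EC100; 0% = vehicle plus submaximal agonist and 100% = vehicle plus saturating agonist; some results beyond the cut were filed as inactive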
# Target sequence (P49146 whole entry, looked up): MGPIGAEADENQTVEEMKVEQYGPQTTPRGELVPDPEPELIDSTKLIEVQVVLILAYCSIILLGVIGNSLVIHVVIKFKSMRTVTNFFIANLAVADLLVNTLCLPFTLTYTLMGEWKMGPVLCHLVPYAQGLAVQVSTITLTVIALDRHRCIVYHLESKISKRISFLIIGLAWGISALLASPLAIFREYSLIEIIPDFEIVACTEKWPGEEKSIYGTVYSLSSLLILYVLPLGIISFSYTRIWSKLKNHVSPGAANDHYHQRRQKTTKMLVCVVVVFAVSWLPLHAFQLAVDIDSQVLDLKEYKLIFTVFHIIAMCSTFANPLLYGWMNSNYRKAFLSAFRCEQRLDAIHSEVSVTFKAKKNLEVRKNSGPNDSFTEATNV
# NPY Y1 blocker: NPY-Y1 receptor antagonists, primary screen, cell-based; HEK293-CNG Y1 cells, membrane potential fluorescence; NPY at EC95, then isoproterenol; AID 1040, 2008; actives 1% (n = 200,000); Neuropeptide Y receptor type 1 (Homo sapiens), P25929; inhibition, % at 3.6 µM;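 active means inhibition above the campaign mean inhibition of all tested compounds plus 3 SD, cut at about 20% in these data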;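 further: 0% = DMSO wells given NPY plus isoproterenol and 100% = isoproterenol alone without NPY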
#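 Assay system: HEK293 cells with Y1 receptor plus CNG channel | Probe or stimulus: NPY (25 nM), isoproterenol (1 µM), Ro 20-1724 (25 µM) | Timing: Compound incubation 1 h at room temperature, readout 45 min post-stimulation | Measured by: Membrane-potential fluorescent dye readout | Benchmarks: High control isoproterenol alone, low control NPY with isoproterenol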
# * = called active by the depositor; . = not tested or not shown.
SMILES,p97 inhibitor,NPY1 pot ag,Hck-Nef inh,RBBP9 inhibitor,MDM2 E3 inh,Runt-CBFb FRET,Runt-SMMHC FRET,NPY2 pot ag,NPY Y1 blocker
CCOC(=O)c1c(C)n(C)c2ccc(OC(C)=O)cc12,0,4,10,-3,17,-1,-3,2,2
CCN(CC)C(=O)/C(=C\c1ccncc1)NC(=O)c1ccccc1,4,11,15,-6,-4,-2,1,4,-2
COc1ccc(NS(=O)(=O)c2cccc(C(=O)O)c2)cc1,3,6,2,-5,9,-1,1,5,2
CN(c1ccccc1C(=O)N1CCc2ccccc2C1)S(C)(=O)=O,-4,-18,1,-4,-21,0,3,-3,5
CNC(=O)N(C1=NCC(C)S1)c1ccc(F)cc1F (configuration not stated),4,-11,1,-4,-15,-4,-1,8,4
CCOC(=O)c1nnn(-c2nonc2-n2cccc2)c1C,-4,2,-1,-11,-2,-1,-1,-30,-1
COc1ccc2c(c1)c(C(=O)CNc1nc(C)cs1)c(C)n2C,-7,19,0,-4,-4,-2,2,24,-11
Cc1ccc(S(=O)(=O)N2CCN(c3ccc([N+](=O)[O-])cn3)CC2)cc1,5,6,46,1,-6,3,5,1,.
Cn1cnnc1SCNC(=O)C(F)(F)F,5,2,1,-7,-27,-1,3,4,4
Cc1ccc(NC(=O)Cn2c(=O)cnc3ccccc32)cc1S(=O)(=O)N(C)C,-4,2,1,5,6,1,1,-4,4
COc1ccc(CC(NC(C)=O)C(=O)NC2CCN(c3nc(C)cc(C)c3C#N)CC2)cc1 (configuration not stated),-1,-6,9,-1,-19,-2,1,2,-2
O=C1OC(c2ccccc2)=N/C1=C/c1cccc(OC(=O)c2cccs2)c1,5,-11,3,3,.,.,.,-7,17
Cc1ccccc1N(C(=O)Cn1nnc2ccccc21)C(C(=O)NCc1ccco1)c1ccncc1 (configuration not stated),-5,12,1,-8,-9,0,2,-8,3
Cc1nc2cc(NC(=O)Nc3ccc(N4CCOCC4)cc3)ccc2n1C,5,15,1,2,-4,3,3,-16,-5
CCOc1cc(CNCCc2ccc(S(N)(=O)=O)cc2)ccc1OCc1ccccc1,3,-25,0,-4,-13,0,-4,-6,7
COc1ccccc1C1CC(c2ccccc2)Nc2ncnn21 (configuration not stated),-2,26,0,14,-9,-1,-4,-6,5
Cc1c(O)ccc(/C(Cc2ccc3ccccc3n2)=N\O)c1O,-4,-2,-2,41*,-21,-2,1,-5,8
CCN(CC)C(=S)SCC(=O)c1ccc(Br)cc1,2,-50,-13,-7,2,-6,-9,-7,0
C(=N\n1cnnc1)/c1cn(-c2cccs2)nc1-c1ccccc1,0,-3,2,0,-9,-6,0,3,-2
Cc1cc(Nc2cccc(Cl)c2C)n2ncnc2n1,5,-6,-4,-6,.,-2,3,13,1
CC1CCc2sc(C(=O)OC(C)C(=O)Nc3ncc(Cl)cc3Cl)cc2C1 (configuration not stated),4,-22,3,4,-17,-3,-1,-7,-3
O=C(NC1(C(F)(F)F)Oc2ccccc2O1)N1CCCC1,2,-11,-1,-3,6,3,0,12,-3
Cc1cc(S(=O)(=O)N2CCCOC2CNC(=O)C(=O)NCc2ccco2)ccc1F (configuration not stated),-2,-17,20,-6,-21,0,3,3,1
CCOC(=O)/C=c1\s/c(=C(\C#N)C(=O)OCC)n(-c2ccccc2)c1=O,4,19,1,2,5,.,-11,-15,-6
CCCc1[nH]n(-c2ccc([N+](=O)[O-])cc2)c(=O)c1C=NCCc1c[nH]c2ccccc12,-1,3,1,4,-5,-1,-9,-1,-4
CCn1c(SCC(=O)Nc2ccccc2)nnc1C1CCCCC1,-2,-23,-2,6,.,-1,-7,-21,-4
Cc1cccc(-c2onc3ccc(C4(C)OCCO4)cc23)c1,-4,-18,6,7,-7,9,7,8,-3
C=CCNC(=O)c1ccc2c3n(nc2c1)-c1ccccc1CO3,.,.,9,.,-4,2,-5,.,.
CN1CCN(CP(=O)(N2CCOCC2)N2CCOCC2)CC1,1,-10,2,-4,-20,0,0,3,5
CCOC(=O)c1sc(NC(=O)CSc2nccc(C)n2)nc1C,5,11,25,3,0,-1,1,14,9
C=CCNc1ccc(N2C(=O)C3CCC(C)CC3C2=O)cc1[N+](=O)[O-] (configuration not stated),-1,6,18,1,2,-4,-2,-7,5
Cc1cc2c(N)cccc2nn1,32*,-11,9,4,-27,1,-10,-2,-1
CCN1CCN(C(=O)/C=C/c2ccc(C)o2)CC1,2,-18,1,-5,-42,19,10,-4,5
CCCC(=O)Nc1ccc(C(=O)NCCCn2ccnc2)cc1,-2,2,-12,0,-8,-1,-5,6,3
Cc1c(NC(=O)COC(=O)/C=C/c2ccc(Cl)cc2)c(=O)n(-c2ccccc2)n1C,3,1,29,-4,-24,0,1,14,-2
Cc1ccc(C(=S)NCS(=O)(=O)c2ccc(C)cc2)cc1,-6,1,-1,-4,-3,-1,6,7,-3

# Among those listed so far, these have a Cl atom.
SMILES,p97 inhibitor,NPY1 pot ag,Hck-Nef inh,RBBP9 inhibitor,MDM2 E3 inh,Runt-CBFb FRET,Runt-SMMHC FRET,NPY2 pot ag,NPY Y1 blocker
Cc1cc(Nc2cccc(Cl)c2C)n2ncnc2n1,5,-6,-4,-6,.,-2,3,13,1
CC1CCc2sc(C(=O)OC(C)C(=O)Nc3ncc(Cl)cc3Cl)cc2C1 (configuration not stated),4,-22,3,4,-17,-3,-1,-7,-3
Cc1c(NC(=O)COC(=O)/C=C/c2ccc(Cl)cc2)c(=O)n(-c2ccccc2)n1C,3,1,29,-4,-24,0,1,14,-2

# The results go on.
SMILES,p97 inhibitor,NPY1 pot ag,Hck-Nef inh,RBBP9 inhibitor,MDM2 E3 inh,Runt-CBFb FRET,Runt-SMMHC FRET,NPY2 pot ag,NPY Y1 blocker
CCc1nc2cc3sc(CC)nc3cc2s1,3,4,4,12,-28,0,2,4,2
Oc1c(Br)cc(/C=N/NC(=S)NCc2ccco2)cc1Br,12,9,16,-3,-10,2,-4,19,.
Cc1oc(-c2ccccc2Cl)nc1CN1CCCN(C(=O)c2ccco2)CC1,5,-19,12,-1,-4,-2,3,3,2
CCCn1c(N2CCN(CC(=O)c3c(C)n(C)c4ccccc34)CC2)nc2c1c(=O)[nH]c(=O)n2C,-4,-4,0,-6,-9,-3,3,-5,-2
CC12CCC(C(=O)Nc3cccc4ccccc34)(C1Br)C2(C)C (configuration not stated),-2,-5,-1,-7,6,-1,4,-26,11
CC(C)NC(=O)C(=O)NCCc1ccc(Cl)cc1,1,9,1,-10,-3,2,0,10,-1
C=CCc1c(C)nc(SC)nc1Nc1ccccc1,-1,1,-2,-7,.,-2,-2,-4,5
CCOC(=O)c1cccc(NC(=O)C(NS(=O)(=O)c2ccc3c(c2)CCN3C(C)=O)C(C)C)c1 (configuration not stated),-2,-14,-1,-7,-15,-1,0,4,0
CCSc1nnc2c(n1)OC(c1ccc(C(=O)O)cc1)N(C(C)=O)c1ccccc1-2 (configuration not stated),-11,-6,0,-8,-7,0,-10,-8,1
CCC(c1nnc(SCC(=O)Nc2cccc(S(N)(=O)=O)c2)n1Cc1ccccc1)N(C)C (configuration not stated),0,-5,15,0,.,1,0,-21,.
CCOc1ccc(C2CC(c3cccc(OC)c3OC)n3nnnc3N2)cc1Cl (configuration not stated),3,4,-4,-4,-19,-3,3,10,6
CCOC(=O)C1=C(C)n2c(s/c(=C/c3cccc([N+](=O)[O-])c3)c2=O)=NC1c1ccc(O)c(OC)c1 (configuration not stated),-1,-1,-2,-7,-5,-6,-21,-8,1
COc1ccnc(Oc2ccccc2)c1-c1ncn[nH]1,2,-24,8,0,-7,1,1,14,14
Cc1cc(NS(=O)(=O)c2ccc(NC(=S)NC(=O)c3ccc(C(C)(C)C)cc3)cc2)no1,5,2,3,2,-18,-7,1,10,4
O=S(=O)(c1ccccc1)N1CCC(=NO)CC1,4,2,22,-10,-16,0,0,17,-2
COc1cccc(/C=C/c2ccc3ccccc3n2)c1OC(C)=O,0,4,5,-2,-66,-2,-3,-19,1
Cc1ccc2cc(CCNC(=O)C(=O)c3c(C)[nH]c4ccccc34)c(=O)[nH]c2c1,-3,-14,5,-7,-3,-1,-3,9,-6
CCOC(=O)c1c(/N=C/C2C(=O)CC(C)(C)CC2=O)sc2c1CCCC2,4,13,-8,-7,1,-10,-23,5,7
CCN(CC)CCNC(=O)/C(=C/c1cn(CC)c2ccccc12)NC(=O)c1cc(OC)c(OC)c(OC)c1,1,-14,-15,1,-29,0,-3,2,3
O=C(Nc1ccc2c(c1)CCC2)c1cnc(Cl)c(Cl)c1,-4,-18,17,-7,-26,-2,3,-8,4
CCN(CC)c1ccc(/C=N/N2CCN(Cc3cccc4ccccc34)CC2)c(O)c1,-2,1,1,-11,-19,5,6,3,4
O=C(NC(=S)Nc1ccc(CN2CCOCC2)cc1)c1ccccc1[N+](=O)[O-],3,-11,2,-2,-5,2,-2,-5,2
Cc1cccc(NC(=S)N(CCCN2CCCC2)Cc2cccn2Cc2ccc(Cl)cc2)c1,-2,2,-10,4,-5,0,5,-28,7
Nc1nc(Nc2ccccc2)nc(NCc2ccco2)c1[N+](=O)[O-],0,5,14,-11,-11,-5,1,15,1
Cc1ccc(C(=O)Nc2ccc(S(=O)(=O)NCc3ccco3)cc2)cc1,2,15,9,-7,-11,2,0,-9,1
Cc1ccc(-n2nc(C(=O)O)nc2-c2ccccc2)cc1,-3,-12,-2,-12,-13,0,-3,-12,7
O=C(CCN1C(=O)COc2ccccc21)NCc1cccnc1,-1,13,1,-11,-33,-3,-2,8,-2
Cc1cccc(-n2c(SCC(N)=O)nnc2-c2ccccn2)c1C,0,9,2,-3,2,-1,4,6,1
